FN deposition inh: fibronectin deposition inhibition; inhibition, % at 12.6 µM; AH1F fibroblasts, Alexa488-fibronectin deposition fluorescence, overnight; 350,000 tested, 0.086% active;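 active = mean inhibition across replicates of 30% or more, regardless of how many single replicates reach that level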;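 also: positive control wells lacked labelled fibronectin entirely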
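test system = AH1F fibroblasts assembling fluorescent fibronectin matrix | quantity = 10000 AH1F cells per well | buffer or medium = DMEM plus 2% serum, read in PBS | doses = single dose, pinned | incubation = 1 h cell attachment, overnight exposure to compound and label | detection = fluorescence at 485 nm excitation, 525 nm emission | read-out basis = inhibition from reduced deposited-fibronectin fluorescence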
F508del corr: CFTR F508del correction in bronchial cells; CFBE cells, YFP halide quenching; stimulated with forskolin plus potentiator P3; % fluorescence drop versus neutral controls; activity (quench increase), % at 7.58 µM; 350,000 tested, 0.36% active; AID 720511;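 active = mean added fluorescence quench of at least 8% versus neutral control, with both replicates also reaching 8%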;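 also: cells transiently co-express mutant CFTR-F508del with the halide-sensitive YFP; corrector assay measuring rescue of mutant channel to the surface after 24 h compound exposure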
PGC1a acetyl inh: PGC1a acetylation modulation, inhibitor mode. U2OS PGC1a acetylation, AlphaScreen anti-acetyl-lysine; with virally co-expressed GCN5 acetyltransferase. inhibition, % at 15.6 µM. 350,000 tested, 0.17% active. AID 651687;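 active = every replicate shows inhibition of at least 40%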;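 also: 0% = neutral control wells and 100% = positive control wells; some results beyond the cut were filed as inactive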
miR-122 sensor: blocks miR-122 activity in Huh7 sensor cells; activation (reporter increase), % at 12.5 µM; 340,000 tested, 0.3% active; Huh7 miR-122 Renilla luciferase sensor, 48 h; neutral wells = 0, positive control = 100;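 active = mean replicate activation score at least 90 and every replicate individually at or above 90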;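 also: higher luciferase means less miR-122 activity so hits act as miR-122 inhibitors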
GSIS activator: primary screen for activators of insulin secretion dependent on glucose, INS-1E cells, GLuc reporter luminescence; activation, % at 16.6 µM; 370,000 tested, 0.61% active; INS-1E GLuc reporter insulin secretion, 2-3 h;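 active = lowest replicate activation of at least 40%, so every replicate reaches that level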;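 also: 0% = median of neutral control wells and 100% = median of IBMX positive control wells; some compounds called inactive have numbers as strong as hits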
Cneo AK release: Cryptococcus neoformans lysis via adenylate kinase release; 360,000 tested, 0.2% active; AID 651654; lysis activity, % at 15 µM; C. neoformans lysis, adenylate kinase release luminescence, 4 h; normalised: neutral wells 0, clomiphene wells 100;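 active = mean lysis activity across replicates of at least 80%, whatever share of replicates individually reach that level; inactive = mean lysis activity below 80%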
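Test system: log-phase Cryptococcus neoformans yeast cells; Quantity: yeast cell density of 5 × 10^6 cells/mL; Buffer or medium: YPD; Doses: single compound concentration per well; Timing: 4 h at 37 °C static, read 1 h later; Measured by: AK luminescence; Read-out basis: lysis from increased AK signal; Control set: Clomiphene as positive control.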
PglD DTNB: blocks C. jejuni PglD acetyltransferase activity; AID 602405; purified PglD enzyme, DTNB colorimetric CoA detection; inhibition, % at 12.5 µM; 360,000 tested, 0.098% active; in the data active = inhibition above about 16%, passing the limit was not always enough; also: strong numbers were not always called active
Statin myotox sup: suppressors of simvastatin-induced myotoxicity in C2C12 myotubes; ATP luminescence, 48 h; scaled: DMSO 0, geranylgeraniol control 100; rescue of ATP level, % at 7.49 µM; AID 602340; 330,000 tested, 0.78% active;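 active = mean ATP rescue above about 67%, or every replicate alone reaching that limit, limit read from the data, passing the limit was not always enough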;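 also: myotubes were challenged with 10 µM simvastatin during compound exposure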
The depositor's hits bear a star; [ ] = another dose, or the depositor's remark.

Cc1nn(Cc2ccccc2)c(Cl)c1C(=O)OC(C)C(=O)Nc1ccc(F)cc1Cl (centres undefined) was read as FN deposition inh -2, F508del corr 4.6, PGC1a acetyl inh -2, miR-122 sensor -2, GSIS activator -1, Cneo AK release -2 and PglD DTNB 1.
`COC(=O)C[C@@H]1CC[C@@H]2NC[C@@H](O)COC[C@H]2O1` gave FN deposition inh -12, F508del corr 1.1, PGC1a acetyl inh -2, miR-122 sensor -3[16.7 µM], GSIS activator 7, Cneo AK release -1, PglD DTNB 1 and Statin myotox sup -19.
`COC(=O)C1=C(c2ccc(F)cc2F)C[C@@H]2CC[C@H]1N2C(=O)NCc1ccc(F)cc1` gave FN deposition inh -7, F508del corr -2.4, PGC1a acetyl inh -23, miR-122 sensor 1, GSIS activator -33, Cneo AK release -1, PglD DTNB -4 and Statin myotox sup -15.
For O=c1c2ccccc2nc(-c2ccccc2)n1-c1nccs1 the results were FN deposition inh 2, F508del corr 0.1, miR-122 sensor -4, GSIS activator -26, Cneo AK release 2, PglD DTNB 1 and Statin myotox sup -7.
COC(=O)C1=C(c2ccc3ccccc3c2)C[C@@H]2CC[C@H]1N2C(=O)N1CCCCC1 was read as FN deposition inh -2, F508del corr 0.1, PGC1a acetyl inh -6, miR-122 sensor -3, GSIS activator -7, Cneo AK release -1, PglD DTNB 2 and Statin myotox sup -97.
c1cncc(C2CCCCN2Cc2ccc3c(c2)OCO3)c1 (centres undefined) was read as FN deposition inh 3, PGC1a acetyl inh 2, miR-122 sensor -3, GSIS activator 33, Cneo AK release 3, PglD DTNB -5 and Statin myotox sup -4.
Screening Fc1cccc(C2NCc3ccccc3-n3cccc32)c1 (centres undefined) returned FN deposition inh -4, F508del corr 1.4, PGC1a acetyl inh -3, miR-122 sensor 14, GSIS activator 12, Cneo AK release 1, PglD DTNB -4 and Statin myotox sup -1.
`CCOc1c(Cl)cc(CNCCc2c[nH]c3ccccc23)cc1OC` gave FN deposition inh -5, F508del corr 5.4, PGC1a acetyl inh -13, miR-122 sensor -1, GSIS activator -40 and Statin myotox sup -22.
Screening CCCCn1c(=O)c(C(=O)NCCc2ccccc2)c(O)c2ccccc21 returned FN deposition inh -1, F508del corr -2.3, PGC1a acetyl inh 9, miR-122 sensor 3, GSIS activator -2, Cneo AK release -5, PglD DTNB 4 and Statin myotox sup 0.
Screening O=C1CC(c2cccnc2)=NN1c1ccccc1 returned FN deposition inh 1, F508del corr -2.0, PGC1a acetyl inh 0, miR-122 sensor 1, GSIS activator -19, Cneo AK release 6, PglD DTNB -1 and Statin myotox sup 1.
`CCOC(=O)CN1C(=O)C2(C(C#N)=C(N)Oc3ccccc32)C(C(=O)OC)=C1C` (centres undefined) gave PGC1a acetyl inh 14, miR-122 sensor -7, GSIS activator 27, Cneo AK release 4 and PglD DTNB -3.
`COc1ccc(CCNCc2ccccc2F)cc1` gave FN deposition inh -5, F508del corr 1.1, PGC1a acetyl inh 2, miR-122 sensor -3, GSIS activator 3, Cneo AK release 0, PglD DTNB 1 and Statin myotox sup 5.

The closing 2 compounds of the section before open the next one.
`CCOC(=O)CN1C(=O)C2(C(C#N)=C(N)Oc3ccccc32)C(C(=O)OC)=C1C` (centres undefined) gave PGC1a acetyl inh 14, miR-122 sensor -7, GSIS activator 27, Cneo AK release 4 and PglD DTNB -3.
`COc1ccc(CCNCc2ccccc2F)cc1` gave FN deposition inh -5, F508del corr 1.1, PGC1a acetyl inh 2, miR-122 sensor -3, GSIS activator 3, Cneo AK release 0, PglD DTNB 1 and Statin myotox sup 5.
Screening N#CC(c1cccnc1)N1CCOCC1 (centres undefined) returned FN deposition inh 0, F508del corr -3.5, PGC1a acetyl inh 7, miR-122 sensor -4, GSIS activator -4, Cneo AK release 0, PglD DTNB -3 and Statin myotox sup -1.
`COc1ccc2c(C)c(CC(=O)N3C[C@H]4C[C@@H](C3)c3cccc(=O)n3C4)c(=O)oc2c1` gave F508del corr 2.6, PGC1a acetyl inh -9, miR-122 sensor 3, Cneo AK release -1, PglD DTNB 3 and Statin myotox sup 3.
CCC[C@H](N[C@@H](CCC)[C@H](O)c1ccccc1)[C@H](O)c1ccccc1 was read as FN deposition inh -16, F508del corr 2.2, miR-122 sensor -2, Cneo AK release -1, PglD DTNB -9 and Statin myotox sup 17.
CCCCCn1c(=O)c(C(=O)Nc2c(C)n(C)n(-c3ccccc3)c2=O)c(O)c2ccccc21 was read as PGC1a acetyl inh -2, miR-122 sensor -5, Cneo AK release 0 and PglD DTNB 1.
CCCNC(=O)N1[C@@H]2c3ccc(-c4ccccc4OC)c(=O)n3C[C@H]1[C@H](CO)[C@H]2C(=O)O was read as F508del corr 0.8, miR-122 sensor -4[16.7 µM], GSIS activator 7, Cneo AK release 1, PglD DTNB -2 and Statin myotox sup -23.
`CC(CN(C)C1CCN(C)CC1)c1ccccc1` (centres undefined) gave FN deposition inh 2, F508del corr -2.8, PGC1a acetyl inh -13, miR-122 sensor 5, GSIS activator 0, Cneo AK release 0, PglD DTNB 4 and Statin myotox sup 0.
For CCCCNC(=S)N1CCn2cccc2C1c1cccnc1 (centres undefined) the results were FN deposition inh -5, F508del corr 0.1, PGC1a acetyl inh 1, miR-122 sensor 3, GSIS activator 0, Cneo AK release 0, PglD DTNB -1 and Statin myotox sup 7.
For CCCCCCCSc1cc(OC)c(CCNC)cc1OC the results were PGC1a acetyl inh 7, miR-122 sensor -7, Cneo AK release 2, PglD DTNB 5 and Statin myotox sup -42.
Screening CCCCCCC[n+]1ccc(-c2cc[n+](CCCCCCC)cc2)cc1 returned FN deposition inh -5, miR-122 sensor -4, GSIS activator 6, Cneo AK release 1 and PglD DTNB -9.
Screening COc1ccc(C=O)cc1O returned FN deposition inh 0, F508del corr 1.5, PGC1a acetyl inh 4, miR-122 sensor -5, GSIS activator -3, Cneo AK release 2, PglD DTNB 1 and Statin myotox sup 32.
Screening COc1cc(C(=O)OC2C[C@H]3CC[C@@H](C2)N3C)ccc1O (some centres undefined) returned FN deposition inh 1, F508del corr -2.3, GSIS activator 1, Cneo AK release -1, PglD DTNB -3 and Statin myotox sup 7.
For CCOC(=O)C1(c2ccccc2)CCN(CCC(=O)Nc2ccc(C(=O)OC)cc2)CC1 the results were FN deposition inh -10, F508del corr 0.5, PGC1a acetyl inh -21, miR-122 sensor -2, GSIS activator -15, Cneo AK release 7, PglD DTNB 0 and Statin myotox sup -6.
Screening CCOC(=O)c1cc2c(cn1)[C@H](CCO)NC2 returned FN deposition inh 13, F508del corr 2.9, PGC1a acetyl inh 0, miR-122 sensor -4, GSIS activator 18, Cneo AK release 19, PglD DTNB 5 and Statin myotox sup 6.
Screening CCCCCCNc1nc(OC)nc(N2CC3CC(C2)c2cccc(=O)n2C3)n1 (centres undefined) returned FN deposition inh 12, F508del corr 0.4, miR-122 sensor 0, GSIS activator -22, Cneo AK release 2, PglD DTNB -3 and Statin myotox sup -1.
Screening CC(C)NS(=O)(=O)c1ccc(OCC(=O)N2CCN(Cc3ccccc3)CC2)cc1 returned FN deposition inh 0, PGC1a acetyl inh 13, miR-122 sensor 1, GSIS activator 9, Cneo AK release 5, PglD DTNB -2 and Statin myotox sup 4.
`C[N+]1(C)CCC(OC(=O)C(c2ccccc2)c2ccccc2)CC1` gave FN deposition inh -2, PGC1a acetyl inh -8, miR-122 sensor -3, Cneo AK release 0, PglD DTNB -2 and Statin myotox sup 0.
`CCCCOCCCn1c(N)c(C(=O)OCCOC)c2nc3ccccc3nc21` gave PGC1a acetyl inh -16, miR-122 sensor -5, GSIS activator -14, Cneo AK release -1 and PglD DTNB 2.
`O=CC(Br)P(=O)(N1CCOCC1)N1CCOCC1` (centres undefined) gave FN deposition inh -2, F508del corr -0.1, PGC1a acetyl inh -2, miR-122 sensor -8, GSIS activator 1, Cneo AK release 0 and PglD DTNB 13.
Screening O=C1NC(=O)N(Cc2ccc(F)cc2)C(=O)/C1=C/c1cccs1 returned F508del corr -4.4, PGC1a acetyl inh 9, miR-122 sensor -4, GSIS activator -9 and Statin myotox sup 3.
Screening O=C1NC(=O)C(=Cc2ccco2)C(=O)N1 returned FN deposition inh 2, F508del corr -3.0, PGC1a acetyl inh 2, Cneo AK release 2, PglD DTNB -3 and Statin myotox sup 0.
For CCOC(=O)C(O)(c1cn(C)c2ccccc12)C(F)(F)F (centres undefined) the results were PGC1a acetyl inh -1, miR-122 sensor 1, Cneo AK release 2, PglD DTNB 7 and Statin myotox sup 1.
For Cc1cccc(OP(N)(N)=O)c1C the results were FN deposition inh 0, F508del corr 1.8, PGC1a acetyl inh 8, miR-122 sensor -5, GSIS activator -2 and Statin myotox sup 0.
For CC1([N+](=O)[O-])COP(=O)(Nc2ccccc2F)OC1 (centres undefined) the results were FN deposition inh -5, F508del corr 2.3, PGC1a acetyl inh 9 and miR-122 sensor -3.
Screening Cc1nc2ccc(Br)cc2c(=O)n1-c1ccc([N+](=O)[O-])c(C(F)(F)F)c1 returned FN deposition inh -14, F508del corr 2.0, PGC1a acetyl inh 3, miR-122 sensor 18, GSIS activator -49, Cneo AK release -17, PglD DTNB 4 and Statin myotox sup -39.

At a glance, part of the list above.
For CC1([N+](=O)[O-])COP(=O)(Nc2ccccc2F)OC1 (centres undefined) the results were FN deposition inh -5, F508del corr 2.3, PGC1a acetyl inh 9 and miR-122 sensor -3.
Screening Cc1nc2ccc(Br)cc2c(=O)n1-c1ccc([N+](=O)[O-])c(C(F)(F)F)c1 returned FN deposition inh -14, F508del corr 2.0, PGC1a acetyl inh 3, miR-122 sensor 18, GSIS activator -49, Cneo AK release -17, PglD DTNB 4 and Statin myotox sup -39.

The listing continues.
For COc1ccc(N2C(=O)NC(=O)/C(=C\c3ccc([N+](=O)[O-])s3)C2=O)cc1 the results were FN deposition inh 9, F508del corr 1.9, PGC1a acetyl inh 6 and GSIS activator -9.
Cc1n[nH]c(C)c1CCN was read as PGC1a acetyl inh 0, miR-122 sensor 5, Cneo AK release 0 and PglD DTNB 3.
N#Cc1c(N2CCNCC2)nc(-c2ccco2)c2c1CCCC2 was read as FN deposition inh 12, F508del corr 4.3, PGC1a acetyl inh 2, miR-122 sensor 1, Cneo AK release 2 and PglD DTNB -4.
`COC(=O)C1=C(c2ccc(OCc3ccccc3)cc2)C[C@@H]2CC[C@H]1N2C(=O)NCCCc1ccccc1` gave FN deposition inh -3, F508del corr 2.5, GSIS activator -16, Cneo AK release -1, PglD DTNB -3 and Statin myotox sup 14.
`O=C1/C(=C/c2ccccc2Cl)N2CCC1CC2` gave FN deposition inh -8, F508del corr -1.3, PGC1a acetyl inh 2 and GSIS activator 19.
For C[C@]12CCC3C(CC[C@H]4C[C@@H](O)CC[C@]34C)C1CC[C@@H]2N (some centres undefined) the results were FN deposition inh -2, F508del corr 2.0, PGC1a acetyl inh 2, miR-122 sensor 6, GSIS activator 24, Cneo AK release -1, PglD DTNB 4 and Statin myotox sup 9.
`Oc1cc2c(cc1CN1CCN(c3ccccc3F)CC1)OCO2` gave FN deposition inh 0, F508del corr 0.2, GSIS activator 16, Cneo AK release 0, PglD DTNB 2 and Statin myotox sup 4.
`O=[N+]([O-])c1cnc[nH]1` gave FN deposition inh 0, F508del corr 6.6, PGC1a acetyl inh -4, miR-122 sensor -3, GSIS activator 9, Cneo AK release -1, PglD DTNB 1 and Statin myotox sup 7.
CCC(=O)Nc1ccccc1 was read as F508del corr -5.8, PGC1a acetyl inh -1, miR-122 sensor -3, GSIS activator 3, Cneo AK release 2, PglD DTNB 3 and Statin myotox sup 1.

This is a subset (hit frequency here may not be typical).
